NALP3 yeast inh: NALP3 inhibition in yeast; inhibition, % at 10 µM; Yeast reconstituted NLRP3/ASC/caspase-1, beta-gal luminescence, 24 h; AID 2825; actives 0.39% (n = 330,000);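 active = inhibition of 50% or more; inactive = inhibition below 50%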;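 also: plate controls were induced DMSO wells for no effect and uninduced yeast grown without galactose for full effect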
A3G deaminase: blocks human APOBEC3G single-stranded DNA deamination; inhibition, % at 20 µM; actives 0.28% (n = 330,000); AID 493012; recombinant A3G, ssDNA deamination FAM/TAMRA fluorescence;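 active = inhibition of at least 40% at 20 µM, with no more than 30% in the related APOBEC3A deaminase screen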;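 also: plate controls were DMSO wells with A3G for no effect and wells lacking A3G enzyme for full effect; some compounds called inactive have numbers as strong as hits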
Target sequence (Q9HC16 whole entry, looked up): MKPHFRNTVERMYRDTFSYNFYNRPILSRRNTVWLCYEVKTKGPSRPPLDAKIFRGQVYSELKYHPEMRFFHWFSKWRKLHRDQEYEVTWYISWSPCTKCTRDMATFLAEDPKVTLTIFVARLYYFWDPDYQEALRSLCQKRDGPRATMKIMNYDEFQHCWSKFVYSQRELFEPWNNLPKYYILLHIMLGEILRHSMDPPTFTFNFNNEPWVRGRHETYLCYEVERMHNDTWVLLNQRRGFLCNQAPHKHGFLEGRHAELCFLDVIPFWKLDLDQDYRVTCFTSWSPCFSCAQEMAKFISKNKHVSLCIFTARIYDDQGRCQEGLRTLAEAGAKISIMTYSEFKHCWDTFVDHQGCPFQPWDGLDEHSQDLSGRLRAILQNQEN
SENP1 FRET inh: blocks the human SENP1 SUMO protease catalytic domain; Q9P0U3; recombinant SENP1 catalytic domain, CyPet-SUMO1-YPet FRET cleavage; inhibition, % at 10 µM; actives 0.21% (n = 360,000); AID 624204;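 active = inhibition at least 30% at 10 µM, raw YFP signal under a set limit, fluorescence ratio 0.5 to 1.5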;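 also: 0% = enzyme with DMSO and 100% = no enzyme wells; some results filed as inactive read as strong as hits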
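Controls: no-enzyme wells low, DMSO-plus-enzyme wells high control. Test system: human recombinant His6-tagged SENP1 catalytic domain enzyme. Reagent: SFCypet-SUMO1-SFYpet FRET protein substrate, 25 nM final. Doses: one dose per compound, 10 µM, 0.5% DMSO. Detection: FRET, CFP and YFP emission. Timing: 50 min reaction at room temperature.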
mIAP block: blocks mouse intestinal alkaline phosphatase; inhibition, % at 10 µM; purified mouse IAP, CDP-Star luminescence, 30 min; actives 0.2% (n = 330,000); AID 2806;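 active = inhibition of at least 40% at 10 µM in the primary screen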;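 also: plate controls were DMSO with enzyme for no effect and no enzyme wells for full effect; values of inactives mirror those of a sister screen read the other way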
mIAP activ: mouse IAP activation; actives 0.24% (n = 330,000); muIAP, CDP-Star luminescence, 30 min; active compounds read high; 1 = vehicle-only enzyme signal, 0 = enzyme-free wells; activation factor at 10 µM;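 active = activation factor of at least 2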; also: the source names both 10 and 20 µM as test concentration; values of inactives mirror those of a sister screen read the other way
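System: mouse IAP enzyme. Reagent: CDP-Star chemiluminescent phosphatase substrate. Benchmarks: DMSO wells, no-enzyme wells. Times: 30 min enzyme-substrate-compound incubation at room temperature. Detection: luminescence from enzymatic CDP-Star hydrolysis. Doses: test compounds delivered from DMSO solution.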
hIAP block: blocks human intestinal alkaline phosphatase | purified IAP, CDP-Star luminescence, 30 min | AID 2544 | inhibition, % at 10 µM | P09923 | actives 0.12% (n = 330,000);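 active = inhibition reaching a set limit with compound at 10 µM in the primary screen, cut at about 35% in these data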;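 also: plate controls were DMSO wells with enzyme for no effect and no-enzyme buffer wells for full effect; values of inactives mirror those of a sister screen read the other way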
Target sequence (P09923 whole entry, looked up): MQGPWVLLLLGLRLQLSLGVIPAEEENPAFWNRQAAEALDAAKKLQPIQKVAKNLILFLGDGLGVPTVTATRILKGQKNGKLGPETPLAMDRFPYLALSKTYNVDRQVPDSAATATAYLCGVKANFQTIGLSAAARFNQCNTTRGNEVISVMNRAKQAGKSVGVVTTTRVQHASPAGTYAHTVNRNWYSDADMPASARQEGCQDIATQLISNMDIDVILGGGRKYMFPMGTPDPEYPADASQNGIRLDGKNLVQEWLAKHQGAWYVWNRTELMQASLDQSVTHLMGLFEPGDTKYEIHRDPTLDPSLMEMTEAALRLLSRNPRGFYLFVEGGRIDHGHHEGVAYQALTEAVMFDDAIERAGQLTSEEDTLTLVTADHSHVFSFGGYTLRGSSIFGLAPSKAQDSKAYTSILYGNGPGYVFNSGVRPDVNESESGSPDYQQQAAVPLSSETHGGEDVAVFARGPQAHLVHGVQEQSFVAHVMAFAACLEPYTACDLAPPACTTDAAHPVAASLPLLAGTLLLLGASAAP
hIAP act: increases human intestinal alkaline phosphatase activity; P09923; purified human IAP, CDP-Star luminescence, 30 min; active compounds read high; 1 = vehicle-only enzyme, 0 = enzyme-free background; activation factor at 10 µM; actives 0.16% (n = 330,000);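 active = activation factor of the enzyme at least 2-fold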; also: the source names both 10 and 20 µM as test concentration; values of inactives mirror those of a sister screen read the other way
beta cell repl: MIN6 beta-cell proliferation induction. MIN6 cells proliferation, ATPlite luminescence, 48 h; cells starved in 0.2% serum; 100% = growth in 10% serum. proliferation, % at 10 µM. actives 0.29% (n = 330,000). AID 2380;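 active = compounds whose signal lies at least 3.5 SD above the mean of all wells on their plate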;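 also: 0% = DMSO-treated cells in low-serum medium and 100% = 10% serum control; some compounds called inactive have numbers as strong as hits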
A3A deaminase: human APOBEC3A DNA deaminase inhibition. actives 0.41% (n = 330,000). AID 493011. recombinant A3A, FAM/TAMRA ssDNA deamination fluorescence. inhibition, % at 20 µM. P31941;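 active = at least 40% inhibition at 20 µM here, with at most 30% in a related deaminase screen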;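 also: plate controls were A3A with DMSO for no effect and wells lacking A3A enzyme for full effect; some results filed as inactive read as strong as hits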
Starred values were filed as active, the others as inactive.

Every second line gives: NALP3 yeast inh	A3G deaminase	SENP1 FRET inh	mIAP block	mIAP activ	hIAP block	hIAP act	beta cell repl	A3A deaminase
1	CCn1c(CNC(=O)C(C)(C)C)nc2ccccc21
    16.8	-10.1	-0.8	-4.3	1.04	-0.1	1	-0.6	-6.4
2	COc1cccc(NC(=O)CSc2nc3ccccc3nc2N2CCOCC2)c1
    21.8	2.7	-0.5	-1.1	1.01	-2.3	1.02	-3.2	6.9
3	CC(C)(C)NC(=O)C1CC1(c1ccccc1)c1ccccc1 (stereo not given)
    27.9	-5.6	0.7	-8.0	1.08	-6.7	1.07	-4.7	-2.4
4	CCOc1ccc(N2C(=O)/C(=C/c3ccco3)N(C)C2=S)cc1
    3.8	-9.3	3.5	22.1	0.779	-1.7	1.02	0.0	-1.6
5	COc1cc(/C=N/NC(=O)Cc2ccccc2)ccc1Oc1ccc([N+](=O)[O-])cc1[N+](=O)[O-]
    23.2	-2.5	0.9	11.1	0.889	-9.6	1.1	-6.0	7.2
6	CCOc1ccc(C(=S)N2CCCC2)cc1OCC
    15.5	5.3	-1.0	12.5	0.875	-21.9	1.22	-0.3	-3.0
7	CC(=O)c1c(C)[nH]c(C(=O)NNC(=O)c2ccc(Br)cc2)c1C
    12.8	-5.9	0.4	25.8	0.742	-16.5	1.17	-1.8	-3.1
8	CCOC(=O)N1C(=O)[C@](c2ccc(Cl)cc2)(C(C)C)N1C(=O)OCC
    28.0	-7.3	2.4	-3.7	1.04	11.7	0.883	-7.9	-3.1
9	Cc1nccc(-c2cc(-c3ccc(Cl)cc3Cl)no2)n1
    24.0	-5.3	1.5	0.1	0.999	6.5	0.935	-2.5	-3.1
10	N#C/C(=C\N1CCOCC1)c1ccccc1
    27.4	5.8	0.1	-2.5	1.02	2.6	0.974	-1.4	1.7
11	CCn1c2c(c(=N)c3ccccc31)CCC2
    -8.1	-6.3	0.6	1.5	0.985	-7.4	1.07	-1.8	0.6
12	Cn1c(=O)[nH]c(=O)c2c1ncn2CCN1CCOCC1
    9.8	-2.8	-1.6	0.7	0.993	-27.2	1.27	-0.7	-5.3
13	COc1cccc(CNC(=O)C(Cc2ccccc2)n2cccc2)c1 (stereo not given)
    26.4	2.0	-0.7	-14.2	1.14	-22.0	1.22	-2.8	1.9
14	Cc1cc(C)c(NC(=O)CSc2ccc3nnc(CCNC(=O)c4ccccc4)n3n2)c(C)c1
    0.1	-0.1	-3.8	2.9	0.971	14.7	0.853	0.0	-2.9
15	COc1cccc(Oc2nccc(N(C)C)c2C#N)c1
    15.6	1.1	1.2	-7.7	1.08	-2.2	1.02	-1.6	2.8
16	CCCCC1=CC2=CC(=O)C(C)(OC(=O)CC)C(=O)C2=CN1Cc1ccc2c(c1)OCO2 (stereo not given)
    7.2	-1.1	-52.1	1.6	0.984	1.0	0.99	-5.0	1.9
17	N/C(=N\OC(=O)C12CC3CC(CC(C3)C1)C2)c1ccncc1
    3.7	-2.0	-0.8	-3.0	1.03	1.6	0.984	-1.9	2.3
18	Cn1c(=O)c2c(nc(N3CCOCC3)n2Cc2c(F)cccc2Cl)n(C)c1=O
    2.9	-1.4	0.2	-3.5	1.03	4.6	0.954	-1.8	4.5
19	O=C(Nc1ccc(F)c(F)c1)C1CCN(S(=O)(=O)c2cccc3nonc23)CC1
    20.5	-8.2	5.4	11.2	0.888	3.5	0.965	-1.9	-1.2
20	Cn1nnc2c(C(N)=O)ncn2c1=O
    -1.4	-5.2	1.0	1.7	0.983	-2.5	1.02	-2.0	-0.5
21	O=C(Cc1ccc(Cl)cc1)Nc1ccc2c(c1)C(=O)NC2=O
    6.2	5.5	0.4	1.8	0.982	-17.8	1.18	1.5	3.3
22	Nc1n[nH]c(-c2ccccc2[N+](=O)[O-])n1
    15.6	-6.1	0.7	9.1	0.909	21.2	0.788	-1.1	-4.5
23	Cc1ccc2oc(-c3ccco3)nc2c1
    7.6	-3.9	-1.2	-1.9	1.02	1.4	0.986	-0.3	-2.3
24	COCc1c(C(=O)OCC(=O)N2CCCC2=O)oc2ccccc12
    15.4	-1.9	0.4	1.7	0.983	10.2	0.898	-1.0	4.8
25	CC(=O)c1cccc(NC(=O)CC2SC(N3CCCCC3)=NC2=O)c1 (stereo not given)
    7.2	0.5	-0.2	-8.3	1.08	10.0	0.899	-0.7	2.8
26	Cc1ccc(Cl)c(OC(=O)C2CSC3(C)CCC(=O)N23)c1 (stereo not given)
    3.4	-5.7	0.5	3.7	0.963	3.2	0.968	2.1	-3.7
27	CCOC(=O)C1(Cc2ccc(OC)cc2)CCN(C(=O)C2CCCO2)CC1 (stereo not given)
    -2.9	-3.3	1.1	1.0	0.99	2.4	0.976	-1.4	-0.3
28	CCOC(=O)CSc1nnc(CNC(=O)c2ccc(S(=O)(=O)N3CCCCC3)cc2)n1C
    6.2	-1.8	1.3	-2.5	1.02	0.5	0.995	-1.8	-2.1
29	O=C(CCS(=O)(=O)Cc1ccccc1)N1CCN(Cc2ccccc2)CC1
    5.2	-0.6	0.8	-8.5	1.08	12.3	0.877	-1.1	-3.6
30	CC12CCC(C(=O)NCc3ccccn3)(OC1=O)C2(C)C (stereo not given)
    17.3	-1.7	2.2	-0.8	1.01	9.0	0.91	-2.1	0.4
31	COc1ccc(CN/C=C2\CCCCC2=O)cc1
    12.2	-6.1	-6.3	3.0	0.97	14.2	0.858	-3.7	-6.3
32	CCCn1c(CCNC(=O)c2ccco2)nc2ccccc21
    16.1	-11.6	-0.8	5.5	0.945	-0.2	1	1.2	0.7
33	CCSc1nnc(-c2cnn(-c3ccccc3)c2-n2cccc2)n1C
    8.6	-5.8	1.1	1.2	0.988	-12.5	1.12	-1.3	-3.6
34	CCCCN(CCCC)c1nc2ccccc2nc1NS(=O)(=O)c1ccc(NC(C)=O)cc1
    6.4	1.6	-70.2	10.3	0.897	3.4	0.967	-4.2	4.3
35	CC1=C(C(=O)OCc2ccccc2)C(c2ccc(Cl)cc2)NC(=O)N1C (stereo not given)
    36.5	4.3	2.6	-4.9	1.05	-3.5	1.03	-2.5	-1.0
36	O=C(CSc1nnc(-c2ccncc2)n1CC1CCCO1)Nc1ccccc1Cl (stereo not given)
    -14.4	-4.2	1.7	-18.6	1.19	-15.9	1.16	1.1	-4.4
37	CCCC1(C(=O)OC)NC(c2ccco2)C2C(=O)N(C)C(=O)C21 (stereo not given)
    16.0	-5.6	1.3	2.6	0.974	-3.2	1.03	-1.8	-7.1
38	COc1ccc(NC(=O)c2cccnc2Nc2ccccc2)cc1
    23.7	-3.7	3.3	9.3	0.907	6.6	0.934	-0.5	-0.7
39	Cc1cnc(NC(=O)CCCSc2nc3ccccc3s2)s1
    19.8	-5.6	-6.0	-2.7	1.03	-2.9	1.03	-3.5	-0.7
40	O=C(Nc1ccc(-n2ccnc2P(=O)(O)c2ccccc2)cc1)c1ccccc1Br
    0.4	-6.0	-34.5	5.2	0.948	6.1	0.939	-2.1	4.0
41	c1ccc(-c2cc3c(NCC4COc5ccccc5O4)ncnc3s2)cc1 (stereo not given)
    23.8	-7.3	-21.5	-104.6	2.05*	-23.7	1.24	-6.2	3.4
42	O=C1CCCc2nn(-c3ccccc3)nc21
    -8.8	-0.1	2.0	-2.7	1.03	-21.7	1.22	-3.7	1.6
43	CCOC(=O)C1CCN(C(=O)c2oc3ccc(S(=O)(=O)N4CC(C)CC(C)C4)cc3c2C)CC1 (stereo not given)
    15.2	-3.2	-16.1	1.4	0.986	-10.6	1.11	-5.4	0.6
44	COc1cc(NC(=O)c2c(OC)cccc2OC)ccc1NC(=O)c1cc2ccccc2o1
    44.0	-7.0	2.5	-3.9	1.04	-13.9	1.14	0.2	-7.6
45	CC1(C)OC(=O)C(=NNc2ccc(Br)cc2)C(=O)O1
    19.2	1.3	1.2	-0.2	1	-8.4	1.08	2.1	5.1
46	COc1ccc(Br)cc1CN1CCN(c2ncccn2)CC1
    18.6	-4.4	-1.1	-1.4	1.01	-6.3	1.06	-2.8	-1.4
47	CCOC(=O)C(C)NC(=O)c1cn(-c2ccc(OC)cc2)c(=O)c2ccccc12 (stereo not given)
    12.7	-7.2	4.2	-4.4	1.04	-15.9	1.16	-3.4	-1.8
48	O=C1CCCN1CCCNc1ncnc2c1[nH]c1ccccc12
    -1.9	-5.3	-16.5	-4.8	1.05	3.4	0.966	0.9	9.2
49	COCCCNC(=O)CNC(=O)c1nn(-c2ccc(OC)c(Cl)c2)c(=O)c2ccccc12
    7.9	-3.5	1.8	-2.6	1.03	-8.1	1.08	0.8	-1.5
50	CCNc1ccc(S(=O)(=O)N(C)C)cc1NCC(=O)Nc1ccccc1Cl
    14.5	-4.8	-25.2	-0.8	1.01	-7.0	1.07	1.2	-3.4
51	COC(=O)C1(CC2CC(c3ccc(Cl)cc3)=NO2)CCN(C(=O)OC(C)(C)C)CC1 (stereo not given)
    10.9	-11.1	0.4	-10.6	1.11	-3.6	1.04	-3.1	-2.8
52	COc1ccc(/C=C2\CCCC3C2=NN(C(=O)c2ccco2)C3c2ccc(OC)c(OC)c2)cc1OC (stereo not given)
    15.5	-3.7	0.2	11.5	0.885	1.2	0.988	-4.1	0.0
53	COc1cc(NC(=S)NC(=O)CC(C)C)ccc1NC(=O)c1cc2ccccc2o1
    -4.6	-3.9	-45.1	-4.4	1.04	5.3	0.947	-4.5	5.6

Compound activity deposited in PubChem by Sanford-Burnham Center for Chemical Genomics.

Some of the compounds tested. The share of hits here may be higher or lower than overall.
